NOD2 RIPK2 PPI – blocks binding of human NOD2 to RIPK2; CHO BLA complementation NOD2-RIPK2, CCF4 ratio; inhibition, % at 4.98 µM; 360,000 compounds, 0.38% hits; AID 624267; in the data active means inhibition above about 21%;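 further: 0% = vehicle only and 100% = reference blocker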
Target sequence (O43353 whole entry, looked up): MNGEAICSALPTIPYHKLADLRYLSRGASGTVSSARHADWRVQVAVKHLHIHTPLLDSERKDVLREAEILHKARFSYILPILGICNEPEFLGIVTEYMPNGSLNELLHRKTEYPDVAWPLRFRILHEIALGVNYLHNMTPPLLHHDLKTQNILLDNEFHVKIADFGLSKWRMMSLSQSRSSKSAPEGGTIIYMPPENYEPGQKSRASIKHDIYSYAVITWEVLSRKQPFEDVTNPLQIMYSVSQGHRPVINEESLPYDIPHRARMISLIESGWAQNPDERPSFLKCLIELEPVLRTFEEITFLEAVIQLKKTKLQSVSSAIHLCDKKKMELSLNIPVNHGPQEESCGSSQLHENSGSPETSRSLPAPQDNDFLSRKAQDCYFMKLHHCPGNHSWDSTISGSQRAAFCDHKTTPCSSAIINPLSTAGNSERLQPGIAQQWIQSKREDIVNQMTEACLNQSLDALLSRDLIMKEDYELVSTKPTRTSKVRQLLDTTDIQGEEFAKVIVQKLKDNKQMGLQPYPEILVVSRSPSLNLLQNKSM
SRC3 inh – human NCOA3 inhibition; Q9Y6Q9; HEK293 GAL4-SRC3 luciferase reporter, luminescence; inhibition, % at 3.6 µM; 360,000 compounds, 0.17% hits; AID 588352;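 active means inhibition above a per-campaign cutoff, the mean of all compounds plus 3 SD, cut at about 60% in these data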;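 further: 0% = DMSO-treated cells and 100% = gossypol-treated cells at 36 µM; higher means less SRC3-driven luciferase light from the GAL4 reporter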
NR5A2 inv ag – suppresses constitutive activity of human LRH-1 | O00482 | HEK293T StAR-luciferase reporter, LRH-1 transfected, 24 h | inhibition, % at 3.6 µM | 360,000 compounds, 0.13% hits | AID 602396;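 active means inhibition above the mean inhibition of all tested compounds plus 3 SD, cut at about 73% in these data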;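 further: 0% = DMSO wells and 100% = reporter-only cells lacking LRH-1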
SRC2 inh – inhibits human steroid receptor coactivator 2 | Q15596 | HEK293 GAL4-SRC2 luciferase reporter, luminescence | inhibition, % at 9 µM | 370,000 compounds, 0.17% hits;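 active means inhibition above the mean inhibition of all tested compounds plus 3 SD, set per campaign, cut at about 52% in these data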;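 further: 0% = DMSO treated cells and 100% = cells given Gossypol at 36 µM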
SRC1 inh – inhibits human SRC1 coactivator; Q15788; HEK293 GAL4-SRC1 luciferase reporter, luminescence; inhibition, % at 3.6 µM; 360,000 compounds, 0.12% hits; AID 588354;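 active means inhibition above the campaign mean plus 3 SD, with each screening campaign given its own cutoff, cut at about 60% in these data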;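 further: 0% = DMSO treated cells and 100% = gossypol at 36 µM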
ABHD5-PLIN5 inh – ABHD5-PLIN5 protein interaction inhibition; 360,000 compounds, 0.78% hits; Q00G26+Q8WTS1; inhibition, % at 4 µM; Split G. princeps luciferase complementation, luminescence, 4 h;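 active means inhibition above the mean inhibition across every tested compound plus 3 SD, cut at about 22% in these data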;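 further: 0% = DMSO only wells and the 100% control is not disclosed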
TLR9-MyD88 inh – TLR9-MyD88 interaction inhibition; Q9NR96+Q99836; CHO BLA complementation TLR9-MyD88, CCF4 FRET ratio; inhibition, % at 4.98 µM; 340,000 compounds, 0.21% hits; AID 504734;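 active means inhibition above the mean over all tested compounds plus 3 SD, cut at about 21% in these data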;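 further: 0% = DMSO only wells and 100% = clavulanate BLA inhibitor control wells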
TROY signal inh – inhibitors of TROY-dependent NF-kB signaling; Q293 LMP1-TROYcd NF-kB luciferase reporter, 4 h; inhibition, % at 10 µM; 360,000 compounds, 0.98% hits;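 active means compounds whose plate-normalised and pattern-corrected inhibition of the luciferase reporter signal at the single screening dose is 50% or more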
TWEAK Fn14 block – inhibitors of TWEAK-Fn14 interaction signaling. 360,000 compounds, 2% hits. TWEAK-stimulated Fn14 reporter cells, luciferase luminescence, 8 h. inhibition, % at 10 µM; in the data active means inhibition above about 50%
Granule exo inh – lytic granule exocytosis inhibition. inhibition, % at 10 µM. TALL-104 LAMP-1 surface exposure, flow cytometry; cells stimulated with thapsigargin and PMA. 360,000 compounds, 0.66% hits;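 active means inhibition above about 55%, limit read from the data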
COUP-TFII inh – NR2F2 (human) inhibition, primary screen; HEK293T NGFI-A luciferase reporter, luminescence; inhibition, % at 8.6 µM; 370,000 compounds, 0.7% hits;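 active means inhibition above a per-plate cutoff, mean inhibition of test wells between control levels plus 3 SD, cut at about 38% in these data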;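 further: cells cotransfected with COUP-TFII expression vector driving the NGFI-A reporter; 0% = median of COUP-TF2 test wells and 100% = reporter-only cells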
Target sequence (P24468 whole entry, looked up): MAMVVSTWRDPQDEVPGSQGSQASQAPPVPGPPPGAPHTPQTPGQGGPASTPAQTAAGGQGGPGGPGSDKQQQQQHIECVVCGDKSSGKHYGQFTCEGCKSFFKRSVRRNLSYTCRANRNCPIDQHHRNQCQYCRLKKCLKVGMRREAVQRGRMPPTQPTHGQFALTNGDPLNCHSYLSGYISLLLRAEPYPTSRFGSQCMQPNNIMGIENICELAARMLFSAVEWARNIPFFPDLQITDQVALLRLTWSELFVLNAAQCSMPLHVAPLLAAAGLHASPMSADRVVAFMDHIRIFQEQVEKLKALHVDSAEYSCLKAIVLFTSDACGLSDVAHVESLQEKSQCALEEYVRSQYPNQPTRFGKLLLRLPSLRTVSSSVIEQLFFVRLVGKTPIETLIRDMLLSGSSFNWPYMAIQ
An asterisk follows results filed as active. The list is partial; rates above refer to the full screens.

Results for COc1cccc(NC(=S)NNC(=O)Cn2nc(C(F)(F)F)cc2C)c1 ?
NOD2 RIPK2 PPI: -3; SRC3 inh: 4; NR5A2 inv ag: 2; SRC2 inh: 6; SRC1 inh: -7; ABHD5-PLIN5 inh: -13; TLR9-MyD88 inh: -7; TROY signal inh: -9; TWEAK Fn14 block: -2; Granule exo inh: 0; COUP-TFII inh: -7

What do the screens show for `CC(C)(C)Cc1c(-c2ccc(C#N)cc2)nc2ccc(Cl)cn12`?
NOD2 RIPK2 PPI: -9; SRC3 inh: 4; NR5A2 inv ag: -2; SRC2 inh: 3; SRC1 inh: -11; ABHD5-PLIN5 inh: -3; TLR9-MyD88 inh: -6; TROY signal inh: -32; TWEAK Fn14 block: -16; Granule exo inh: -4; COUP-TFII inh: -5

Results for COc1ccccc1C(=O)N/N=C(\C)c1ccc(NC(=O)Cc2ccccc2)cc1 ?
NOD2 RIPK2 PPI: -2; SRC3 inh: -111; NR5A2 inv ag: -50; SRC2 inh: -64; SRC1 inh: -48; ABHD5-PLIN5 inh: 0; TLR9-MyD88 inh: 0; TROY signal inh: -11; TWEAK Fn14 block: -33; Granule exo inh: 0; COUP-TFII inh: -28

What do the screens show for `COCCCN(C(=O)Cc1coc2cc(C)c(C)cc12)c1c(N)n(Cc2ccccc2)c(=O)[nH]c1=O`?
NOD2 RIPK2 PPI: -3; SRC3 inh: 2; NR5A2 inv ag: 13; SRC2 inh: 1; SRC1 inh: -8; ABHD5-PLIN5 inh: 0; TLR9-MyD88 inh: -6; TROY signal inh: -17; TWEAK Fn14 block: -1; Granule exo inh: -6; COUP-TFII inh: 7

What do the screens show for `CN1/C(=C\C=C2/SC(=S)NC2=O)C(C)(C)c2ccccc21`?
NOD2 RIPK2 PPI: 5; SRC3 inh: 20; NR5A2 inv ag: 27; SRC2 inh: 34; SRC1 inh: 23; ABHD5-PLIN5 inh: 16; TLR9-MyD88 inh: -3; TROY signal inh: 40; TWEAK Fn14 block: 33; Granule exo inh: 4; COUP-TFII inh: 42*

Results for O=C(Cc1ccc(NC(=O)C2CCCN(C(=O)c3ccccc3)C2)cc1)Nc1ccc(C(=O)N2CCOCC2)cc1 (stereo unspecified) ?
NOD2 RIPK2 PPI: -3; SRC3 inh: 11; NR5A2 inv ag: -4; SRC2 inh: 4; SRC1 inh: -10; ABHD5-PLIN5 inh: -7; TLR9-MyD88 inh: -8; TROY signal inh: -18; TWEAK Fn14 block: 7; Granule exo inh: -4; COUP-TFII inh: -6

How did CN(C)S(=O)(=O)c1cccc(COC(=O)Cc2c(F)cccc2Cl)c1 do in these assays?
NOD2 RIPK2 PPI: -6; SRC3 inh: -3; NR5A2 inv ag: 11; SRC2 inh: 2; SRC1 inh: -6; ABHD5-PLIN5 inh: -4; TLR9-MyD88 inh: -6; TROY signal inh: -3; TWEAK Fn14 block: -3; Granule exo inh: -10; COUP-TFII inh: 25

How did COc1ccccc1CCC(=O)NC1CCCN(c2ccc(C(F)(F)F)cn2)C1 (stereo unspecified) do in these assays?
NOD2 RIPK2 PPI: -2; SRC3 inh: 14; NR5A2 inv ag: -9; SRC2 inh: -5; SRC1 inh: -8; ABHD5-PLIN5 inh: 3; TLR9-MyD88 inh: 3; TROY signal inh: -13; TWEAK Fn14 block: -5; Granule exo inh: 8; COUP-TFII inh: -11

What do the screens show for `CCOC(=O)C1(Cc2cccc(OC)c2)CCCN(C(=O)c2ccc(OC)o2)C1` (stereo unspecified)?
NOD2 RIPK2 PPI: -2; SRC3 inh: -100; NR5A2 inv ag: -77; SRC2 inh: -44; SRC1 inh: -60; ABHD5-PLIN5 inh: -1; TLR9-MyD88 inh: -5; TROY signal inh: -96; TWEAK Fn14 block: 98*; Granule exo inh: 1; COUP-TFII inh: -26

What do the screens show for `O=C(Nc1nc2ccc(F)cc2s1)C1=NN(c2ccccc2)C(=O)CC1`?
NOD2 RIPK2 PPI: 7; SRC3 inh: -15; NR5A2 inv ag: -6; SRC2 inh: -27; SRC1 inh: -15; ABHD5-PLIN5 inh: -3; TLR9-MyD88 inh: -11; TROY signal inh: -21; TWEAK Fn14 block: 17; Granule exo inh: -11; COUP-TFII inh: 3

How did CCc1ccc(NC(=O)CN2C(=O)CSC2=O)cc1 do in these assays?
NOD2 RIPK2 PPI: -2; SRC3 inh: -12; NR5A2 inv ag: -4; SRC2 inh: -22; SRC1 inh: -23; ABHD5-PLIN5 inh: 4; TLR9-MyD88 inh: -17; TROY signal inh: -59; TWEAK Fn14 block: 3; Granule exo inh: 1; COUP-TFII inh: -11

Results for COc1cc(/C=C/C(=O)OCC(=O)N2CC3(C)CC2CC(C)(C)C3)ccc1O (stereo unspecified) ?
NOD2 RIPK2 PPI: 5; SRC3 inh: 8; NR5A2 inv ag: 0; SRC2 inh: -6; SRC1 inh: -2; ABHD5-PLIN5 inh: -2; TLR9-MyD88 inh: 7; TROY signal inh: 4; TWEAK Fn14 block: -15; Granule exo inh: -1; COUP-TFII inh: -2

How did COc1ccc(C(=O)C2CCCN(Cc3cc(Cl)ccc3O)C2)c(OC)c1 (stereo unspecified) do in these assays?
NOD2 RIPK2 PPI: -2; SRC3 inh: -2; NR5A2 inv ag: -12; SRC2 inh: -3; SRC1 inh: 3; ABHD5-PLIN5 inh: 10; TLR9-MyD88 inh: -1; TROY signal inh: 11; TWEAK Fn14 block: 28; Granule exo inh: 1; COUP-TFII inh: -9

How did Cc1ccc(C)c(OCC(=O)NNC(=O)C2CC2)c1 do in these assays?
NOD2 RIPK2 PPI: -1; SRC3 inh: 1; NR5A2 inv ag: 6; SRC2 inh: -11; SRC1 inh: 5; ABHD5-PLIN5 inh: 6; TLR9-MyD88 inh: -7; TROY signal inh: -7; TWEAK Fn14 block: 1; Granule exo inh: 7; COUP-TFII inh: -17

Results for Nc1nonc1-n1nnc(C(=O)N/N=C/c2ccccc2Br)c1CN1CCCC1 ?
NOD2 RIPK2 PPI: -6; SRC3 inh: -4; NR5A2 inv ag: -2; SRC2 inh: 34; SRC1 inh: -2; ABHD5-PLIN5 inh: -1; TLR9-MyD88 inh: -3; TROY signal inh: -15; TWEAK Fn14 block: -11; Granule exo inh: -21; COUP-TFII inh: 0

What do the screens show for `CCc1nnc(NC(=O)CCC(=O)N2CCCC2)s1`?
NOD2 RIPK2 PPI: 9; SRC3 inh: -13; NR5A2 inv ag: 6; SRC2 inh: -5; SRC1 inh: -3; ABHD5-PLIN5 inh: 3; TLR9-MyD88 inh: 7; TROY signal inh: 0; TWEAK Fn14 block: -12; Granule exo inh: 3; COUP-TFII inh: -13

How did COc1ccc(-c2csc(NC(=O)c3cccs3)c2C(=O)O)cc1OC do in these assays?
NOD2 RIPK2 PPI: -16; SRC3 inh: -6; NR5A2 inv ag: -17; SRC2 inh: -3; SRC1 inh: -17; ABHD5-PLIN5 inh: -1; TLR9-MyD88 inh: -9; TROY signal inh: -11; TWEAK Fn14 block: -4; Granule exo inh: 0; COUP-TFII inh: -6

What do the screens show for `COc1ccc2sc(-c3ccc(S(C)(=O)=O)cc3)c(-c3ccc(C(N)=O)cc3)c2c1`?
NOD2 RIPK2 PPI: -8; SRC3 inh: -8; NR5A2 inv ag: 24; SRC2 inh: -2; SRC1 inh: -5; ABHD5-PLIN5 inh: 12; TLR9-MyD88 inh: -1; TROY signal inh: -6; TWEAK Fn14 block: -34; Granule exo inh: 4; COUP-TFII inh: -4

How did CC1CCCC(NC(=O)CSc2nccn2C)C1C (stereo unspecified) do in these assays?
NOD2 RIPK2 PPI: -1; SRC3 inh: -3; NR5A2 inv ag: 10; SRC2 inh: 5; SRC1 inh: 6; ABHD5-PLIN5 inh: -2; TLR9-MyD88 inh: 2; TROY signal inh: 6; TWEAK Fn14 block: 16; Granule exo inh: 7; COUP-TFII inh: 0

How did Cc1ccc(-c2c(C)sc(=NC(=O)c3ccco3)n2C)cc1 do in these assays?
NOD2 RIPK2 PPI: 1; SRC3 inh: -81; NR5A2 inv ag: -143; SRC2 inh: -27; SRC1 inh: -76; ABHD5-PLIN5 inh: 6; TLR9-MyD88 inh: 0; TROY signal inh: -28; TWEAK Fn14 block: -11; Granule exo inh: -1; COUP-TFII inh: -34

Brought forward from above: 2 entries; new compounds follow.
How did CC1CCCC(NC(=O)CSc2nccn2C)C1C (stereo unspecified) do in these assays?
NOD2 RIPK2 PPI: -1; SRC3 inh: -3; NR5A2 inv ag: 10; SRC2 inh: 5; SRC1 inh: 6; ABHD5-PLIN5 inh: -2; TLR9-MyD88 inh: 2; TROY signal inh: 6; TWEAK Fn14 block: 16; Granule exo inh: 7; COUP-TFII inh: 0

How did Cc1ccc(-c2c(C)sc(=NC(=O)c3ccco3)n2C)cc1 do in these assays?
NOD2 RIPK2 PPI: 1; SRC3 inh: -81; NR5A2 inv ag: -143; SRC2 inh: -27; SRC1 inh: -76; ABHD5-PLIN5 inh: 6; TLR9-MyD88 inh: 0; TROY signal inh: -28; TWEAK Fn14 block: -11; Granule exo inh: -1; COUP-TFII inh: -34

How did COCCSc1nnc(NC(=O)C2CC(=O)N(c3ccc(C)cc3)C2)s1 (stereo unspecified) do in these assays?
NOD2 RIPK2 PPI: -3; SRC3 inh: 3; NR5A2 inv ag: 9; SRC2 inh: 6; SRC1 inh: -8; ABHD5-PLIN5 inh: 1; TLR9-MyD88 inh: 1; TROY signal inh: -16; TWEAK Fn14 block: 10; Granule exo inh: -2; COUP-TFII inh: 10

Results for CCCCNC(=O)C1C(c2ccc(OC)cc2)=Nc2ccccc2N1C(=O)c1ccncc1 (stereo unspecified) ?
NOD2 RIPK2 PPI: 6; NR5A2 inv ag: -22; SRC2 inh: -28; ABHD5-PLIN5 inh: -8; Granule exo inh: -11; COUP-TFII inh: -35

How did CCN(C(=O)CSc1nnc(-c2ccc(OC(F)F)cc2)n1N)C1CCS(=O)(=O)C1 (stereo unspecified) do in these assays?
NOD2 RIPK2 PPI: -5; SRC3 inh: 15; NR5A2 inv ag: 2; SRC2 inh: -21; SRC1 inh: 2; ABHD5-PLIN5 inh: 0; TLR9-MyD88 inh: 11; TROY signal inh: -31; TWEAK Fn14 block: 2; Granule exo inh: -3; COUP-TFII inh: 4

What do the screens show for `COc1ccc(Oc2cc(Cl)nc(N)n2)cc1`?
NOD2 RIPK2 PPI: -6; SRC3 inh: 0; NR5A2 inv ag: -10; SRC2 inh: 4; SRC1 inh: -3; ABHD5-PLIN5 inh: -7; TLR9-MyD88 inh: 8; TROY signal inh: -3; TWEAK Fn14 block: -25; Granule exo inh: -2; COUP-TFII inh: -10

How did N#Cc1c(N)nc2c(c1-c1ccncc1)CCCCCC2 do in these assays?
NOD2 RIPK2 PPI: -4; SRC3 inh: 8; NR5A2 inv ag: -25; SRC2 inh: -49; SRC1 inh: 5; ABHD5-PLIN5 inh: 2; TLR9-MyD88 inh: -2; TROY signal inh: 5; TWEAK Fn14 block: 6; Granule exo inh: -2; COUP-TFII inh: 9

Results for N#CC(c1ccc(Cl)cc1)c1ccc(Cl)nn1 (stereo unspecified) ?
NOD2 RIPK2 PPI: -4; SRC3 inh: 6; NR5A2 inv ag: 8; SRC2 inh: 15; SRC1 inh: -39; ABHD5-PLIN5 inh: -7; TLR9-MyD88 inh: 2; TROY signal inh: 29; TWEAK Fn14 block: 17; Granule exo inh: 1; COUP-TFII inh: 2

From PubChem
